# Screening results deposited in PubChem by several laboratories.
# TWEAK-Fn14 inh = inhibitors of TWEAK-Fn14 signaling, primary screen, luciferase reporter cells, uHTS | TWEAK-stimulated Fn14 reporter cells, luciferase luminescence, 8 h | inhibition, % at 10 µM | 360,000 tested, 2% active | AID 1159606, 2016; in the data active = inhibition above about 50%
# NR2E3 ag-1 = inhibitors of NR2E3-RetCOR corepressor binding, primary screen, NR2E3 agonist project, biochemical, TR-FRET, GST-NR2E3, biotin-RetCOR. Photoreceptor-specific nuclear receptor (Homo sapiens), Q9Y5X4. 1536-well. inhibition of corepressor binding, % at 4.78 µM. 320,000 tested, 0.12% active. AID 2300, 2010;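 active = percent inhibition above the cutoff of mean plus 3 SD of all tested compounds, set per screening campaign, cut at about 20% in these data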;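 also: 0% = DMSO wells and 100% = biotin wells as full block of FRET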
# Target sequence (Q9Y5X4 whole entry, looked up): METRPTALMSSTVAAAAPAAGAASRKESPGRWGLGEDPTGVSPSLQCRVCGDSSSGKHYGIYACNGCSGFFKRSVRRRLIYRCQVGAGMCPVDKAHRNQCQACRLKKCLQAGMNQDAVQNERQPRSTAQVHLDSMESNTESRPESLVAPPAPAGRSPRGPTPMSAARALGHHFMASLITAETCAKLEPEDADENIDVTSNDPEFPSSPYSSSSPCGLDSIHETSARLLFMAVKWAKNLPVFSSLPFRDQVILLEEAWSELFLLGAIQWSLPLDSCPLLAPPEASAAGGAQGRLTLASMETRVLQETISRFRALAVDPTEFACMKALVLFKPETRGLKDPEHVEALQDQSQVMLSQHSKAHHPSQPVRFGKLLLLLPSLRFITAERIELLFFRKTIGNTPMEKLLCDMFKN
#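 Material – GST-tagged NR2E3 plus biotinylated RetCOR corepressor · Quantity – NR2E3 fusion 1.35 nM · Times – 5 h incubation at 4 °C · Medium – pH 7.5 Tris-based buffer · Technique – TR-FRET, Eu(K)-anti-GST donor, streptavidin-D2 acceptor, ex 340, em 617/671 nm · Benchmarks – high control biotin, low control 0.6% DMSO · Format – 1536-well plates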
# KKLEB cytotox = cytotoxicity in KKLEB CF airway cells, primary screen, cytotoxicity control for CF NF-kB inhibitor project, cell-based, uHTS, fluorescence assay plates; KKLEB CF airway cells viability, ATPlite luminescence, overnight; active compounds read low; cells stimulated with P. aeruginosa culture filtrate; activity change (cytotoxicity), % at 5 µM; 360,000 tested, 0.36% active; AID 602141, 2011;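 active = corrected activity change at or below -50% at 5 µM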
# Shn3 3UTR inh = reduction of Shn3 3'UTR firefly luciferase signal, primary screen, Schnurri-3 inhibitor project, cell-based, Clone20 osteoblasts, set 2; inhibition, % at 12.5 µM; 360,000 tested, 0.52% active; Clone20 osteoblast Shn3 3'UTR firefly luciferase, 24 h; AID 588674, 2011;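 active = mean inhibition of at least 75% with every replicate also reaching 75%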;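 also: 0% = median of neutral control wells and 100% = pilot-screen positive control compound; some compounds past the cut are filed as inactive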
# HIF-2a inh = HIF-2a reporter inhibitors, primary screen, luminescence, 786-0 RCC cells; 360,000 tested, 0.72% active; 786-0 RCC cells HIF-2a reporter, luciferase luminescence, overnight; AID 624352, 2012; inhibition, % at 18.8 µM;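 active = inhibition of the luminescence signal of 40% or more relative to plate controls, in a single-dose primary screen at 18.75 µM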
# TRAIL sens C8 = viability loss with TRAIL in NB7+C8 cells, primary screen, TRAIL sensitizer project, cell-based, ATPlite luminescence | inhibition (viability loss, TRAIL sensitization), % at 10 µM | 360,000 tested, 1% active;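 active = compounds causing at least 50% loss of cell viability in the single-dose screen, relative to plate controls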
# MITF TRPM1 inh = inhibitors of MITF-dependent TRPM1 promoter reporter, primary screen, cell-based, SK-MEL-5, single point, luciferase; inhibition, % at 12.5 µM; 330,000 tested, 0.83% active; AID 488899, 2010; SK-MEL-5 TRPM1 promoter luciferase, 24 h;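 active = mean inhibition across replicates of 60% or more, whatever share of single replicates reaches that level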; also: values of inactives mirror those of a sister screen read the other way
# Peg3 promoter = Peg3 promoter-driven luciferase inhibitors, primary screen, cell-based, HeLa, luciferase luminescence. 360,000 tested, 1.7% active. inhibition, % at 20 µM. HeLa PEG-Prom luciferase reporter, overnight;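 active = inhibition of at least 50% at 20 µM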
# TROY signal inh = inhibitors of TROY-driven NF-kB signaling, primary screen, Q293 LMP1-TROYcd cells, NF-kB luciferase, uHTS. 360,000 tested, 0.98% active. inhibition, % at 10 µM. Q293 LMP1-TROYcd NF-kB luciferase reporter, 4 h;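 active = compounds whose plate-normalised and pattern-corrected inhibition of the luciferase reporter signal at the single screening dose is 50% or more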
# NR2E3 ag-2 = NR2E3 agonists in two-hybrid cells, primary screen, cell-based, luminescence, CHO-S, Gal4-NCOR/VP16-NR2E3. AID 602229, 2012. luciferase. inhibition of corepressor binding, % at 3.98 µM. 360,000 tested, 0.35% active. Photoreceptor-specific nuclear receptor (Homo sapiens), Q9Y5X4;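 active = inhibition above the mean of all tested compounds plus 3 SD, cut at about 70% in these data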;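 also: 0% = DMSO with NR2E3 transfected cells and 100% = cells lacking NR2E3 construct; higher means lower luciferase signal from less NR2E3 corepressor binding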
# CF NFkB inh = inhibitors of PAF-induced NF-kB signaling, primary screen, cell-based, GFP fluorescence, uHTS | inhibition, % at 5 µM | 360,000 tested, 0.86% active | KKLEB NF-kB-GFP reporter, GFP fluorescence overnight;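 active = at least 50% inhibition at 5 µM, scaled per plate between neutral and stimulator controls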;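 also: PAF is a Pseudomonas aeruginosa culture filtrate used as stimulus; plate controls were PAF-stimulated DMSO wells for no effect and unstimulated DMSO wells for full effect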
# * = called active by the depositor; . = not tested or not shown. Only part of the results is shown, so the mix of outcomes need not match the whole.
SMILES,TWEAK-Fn14 inh,NR2E3 ag-1,KKLEB cytotox,Shn3 3UTR inh,HIF-2a inh,TRAIL sens C8,MITF TRPM1 inh,Peg3 promoter,TROY signal inh,NR2E3 ag-2,CF NFkB inh
Cc1sc2ncn(CC(=O)N3CCN(c4ccccc4F)CC3)c(=O)c2c1S(=O)(=O)N1CCOCC1,6,-4,0,-11,2,6,0,5,0,-1,1
CCN(CC(=O)Nc1c(C(=O)OC)[nH]c2ccc(C)cc12)c1ccc2c(c1)OCO2,-2,-3,-6,18,-4,4,10,29,-4,-4,5
COc1ccc(C)cc1NC(=O)c1cc2ccccc2o1,-9,0,-3,-24,-124,-6,-9,-105,-60,-44,1
Cc1cc(OC(=O)c2ccc(C(F)(F)F)cc2)c([N+](=O)[O-])c(=O)[nH]1,0,0,-7,-4,9,0,9,-1,2,1,-2
CC1CCCC(C)N1c1ccc(S(=O)(=O)N2CCOCC2)cc1Cl (configuration not stated),-16,0,-1,1,7,-11,-10,17,0,-14,-2
C/C(=N\NC(=O)c1c[nH]c2ccccc12)c1ccccn1,10,2,-3,69,-237,20,-9,-80,-38,-17,-13
COc1cccc(C(=O)Oc2c(CN3CCOCC3)cc(Cl)c3cccnc23)c1,20,-2,5,76,14,46*,67*,33,11,12,10
C[C@H](CO)N1C[C@H](C)[C@H](CN(C)C(=O)Cc2cccnc2)Oc2ncc(Br)cc2C1=O,17,.,14,-4,7,-5,.,-21,3,-11,-22
Cc1cc(NC(=O)c2cccc(Br)c2)n[nH]1,-18,-1,0,-77,-230,19,-53,70*,-63,-76,5
Cn1c(=O)[nH]c(=O)c2c1nc(NCCCn1ccnc1)n2CCOc1ccccc1,17,1,0,-7,5,4,-8,4,14,-10,-6
O=C(CCl)NC1(C(=O)O)CCCC1,6,.,3,4,-9,-9,.,-4,-5,-33,-20
O=C(Cc1c[nH]c2ccccc12)NCc1ccco1,-10,-7,8,-6,5,-4,6,-14,-5,19,-12
CCOC(=O)c1cc(-c2ccc(OC)cc2)nn1-c1ccccc1C(=O)O,-4,-8,5,3,11,-1,1,0,14,7,-2
COc1ccccc1-c1nc2ccc(Cl)cc2c(=O)n1O,-7,3,-5,-5,8,-12,-6,12,9,5,-7
CS(=O)(=O)N1c2ccccc2[C@@]2(Br)C[C@H]3C(=O)N[C@@H](Cc4ccccc4)C(=O)N3[C@@H]12,17,3,2,-3,8,-11,4,16,-5,-25,14
CCOC(=O)c1cc(-c2csc(-c3ccc(C(F)(F)F)cc3)n2)on1,14,0,0,-31,12,11,-2,12,8,-2,6
CCN1CCN(C(=S)c2ccc(OC)cc2)CC1,27,-3,4,0,8,-13,1,2,-2,-9,5
C[C@H](CO)N1C[C@H](C)[C@@H](CN(C)Cc2ccc(Oc3ccccc3)cc2)Oc2c(NC(=O)C3CC3)cccc2C1=O,4,.,-16,12,-32,3,3,39,9,27,12
Cc1csc(NC(=O)c2ccc(S(=O)(=O)N(C)c3ccccc3)cc2)n1,8,-2,12,5,-133,21,9,-88,-5,-22,-8
CN(C)C(=O)c1cn(-c2ccccc2)c(=O)c2ccccc12,0,-4,18,-16,12,-9,16,13,2,-21,-6
C[N+](C)(C)CCC(=O)N1C/C(=C/c2ccccc2)C(=O)/C(=C\c2ccccc2)C1,28,.,8,9,0,-5,3,77*,10,0,-118
Nc1cc(Oc2cccnc2)cc([N+](=O)[O-])c1,-3,.,12,-9,8,-12,-12,-5,14,-22,1
CCCCNC(=O)NS(=O)(=O)c1cnccc1Sc1ccc(Cl)cc1,3,1,7,8,9,-3,8,8,-9,-16,0
O=C(NNC(=O)c1cccc(Br)c1)Nc1ccc(Cl)cc1,-4,1,5,11,23,-16,1,28,2,0,-14
O=C(NCCC(c1ccccc1)c1ccccc1)c1cnc2sccn2c1=O,1,0,4,17,16,-4,6,13,-1,-16,7
COC(=O)c1sc(NC(=O)c2c(-c3ccccc3)noc2C)nc1C,13,-1,-11,5,9,-20,-9,-2,-17,6,11
COc1ccc2c(c1)OC(c1ccccc1)(C(F)(F)F)NC2=O (configuration not stated),23,-1,0,7,18,-8,-7,3,17,-5,4
c1csc(-c2nn3c(Cn4cnc5ccccc54)nnc3s2)c1,-2,1,5,14,8,-15,8,17,1,8,3
Cc1cc(S(=O)(=O)Nc2ccc(C(=O)NCC(c3ccco3)N3CCCCC3)cc2)ccc1F (configuration not stated),10,-1,-23,0,4,11,-4,4,10,-10,21
O=C(CN1CCOCC1)n1c2ccccc2c2ccccc21,-8,2,-8,-29,-6,3,-8,-1,6,2,6
S=c1[nH]nc(-c2cc(-c3ccccc3)n[nH]2)n1/N=C/c1c(Cl)cccc1Cl,-3,0,12,17,-18,-18,-6,7,-6,0,-7
COc1ccc(-c2cn3c4c(sc3n2)CCCC4)cc1,73*,-2,-67*,5,-19,79*,-8,-58,23,-154,-10
COc1ccc(C(=O)COC(=O)C2CCN(S(=O)(=O)c3cccc4cccnc34)CC2)cc1,0,2,1,9,6,-6,-7,-2,11,6,-4
COC(=O)CSc1nnc(CNC(=O)c2ccc(S(=O)(=O)N(C)C)cc2)n1C,13,0,15,14,13,-7,20,9,5,-16,-6
CCN(C(=O)c1cnc(OC)cc1C(F)(F)F)c1ccc(Cl)cc1,9,1,-6,0,5,-1,0,2,27,-11,18
O=C(OC(C(=O)NCc1ccco1)C(OC(=O)c1ccccc1)C(=O)NCc1ccco1)c1ccccc1 (configuration not stated),5,0,-8,-5,5,1,2,14,17,19,9
Cc1ccc(NC(=O)COC(=O)CCC(=O)c2ccc(Cl)cc2)cc1S(=O)(=O)N(C)C,4,1,-2,69,21,-7,-4,5,5,-9,5
CN1C(=O)CC2(C)C1=CCc1scnc12 (configuration not stated),-8,.,-14,10,1,-18,.,-1,3,-20,-5
O=S1(=O)N=C(Nc2ccc(N3CCOCC3)c(Cl)c2)c2ccccc21,-30,1,-17,-78,-264,10,-68,-186,-37,-107,12
CC(NC(=O)Nc1ccc(F)cc1F)c1ccc2c(c1)OCO2 (configuration not stated),-10,1,5,-11,-3,-5,0,11,-8,2,-10
Nn1nnc2ccccc21,-7,3,-8,-12,-24,2,-4,-24,23,-92,3
Cc1ccc(C)c(NC(=O)COC(=O)CCc2ccc(S(=O)(=O)N3CCOCC3)cc2)c1,-1,-2,-2,-4,12,3,1,11,16,-21,-13
COCOc1cc(O)c2c(=O)c(OCOC)c(-c3ccc(OCOC)c(OCOC)c3)oc2c1,-9,3,-10,6,3,-2,-16,17,-3,-4,-2
O=C(CCCCCNC(=O)c1ccccc1)C[N+](=O)[O-],9,0,7,-16,12,-8,9,24,12,-5,-1
COc1ccc(-c2nc(-c3ccncc3)no2)cc1,36,.,-1,-24,-141,-1,-62,-246,4,-166,-13
CC(OC(=O)c1ccccn1)C(=O)Nc1ccc(C(F)(F)F)cc1 (configuration not stated),0,4,7,-24,-3,6,-4,3,-11,-7,13
Cc1cc(C)nc(N/C(=N\S(=O)(=O)Cc2ccccc2)Nc2ccc(F)c(Cl)c2)n1,-17,1,7,8,5,-1,-3,7,-1,-20,13
Cc1ccccc1NC(=O)N1CCc2ccccc2C1,-14,1,0,-7,-142,-14,-14,-72,-33,-27,5
COc1ccc(C(=O)CN(CCC(=O)O)S(=O)(=O)c2ccc([N+](=O)[O-])cc2)cc1,-13,-3,9,4,6,-7,5,-4,-4,1,-12
N/C(=N\OC(=O)Cc1ccccc1[N+](=O)[O-])c1ccncc1,14,0,14,22,0,-2,3,-5,-8,-10,-7

# Some of these compounds in order of heavy-atom count, low to high:
SMILES,TWEAK-Fn14 inh,NR2E3 ag-1,KKLEB cytotox,Shn3 3UTR inh,HIF-2a inh,TRAIL sens C8,MITF TRPM1 inh,Peg3 promoter,TROY signal inh,NR2E3 ag-2,CF NFkB inh
CCOC(=O)c1cc(-c2ccc(OC)cc2)nn1-c1ccccc1C(=O)O,-4,-8,5,3,11,-1,1,0,14,7,-2
COc1cccc(C(=O)Oc2c(CN3CCOCC3)cc(Cl)c3cccnc23)c1,20,-2,5,76,14,46*,67*,33,11,12,10
Cc1cc(C)nc(N/C(=N\S(=O)(=O)Cc2ccccc2)Nc2ccc(F)c(Cl)c2)n1,-17,1,7,8,5,-1,-3,7,-1,-20,13
O=C(OC(C(=O)NCc1ccco1)C(OC(=O)c1ccccc1)C(=O)NCc1ccco1)c1ccccc1 (configuration not stated),5,0,-8,-5,5,1,2,14,17,19,9

# Next section:
SMILES,TWEAK-Fn14 inh,NR2E3 ag-1,KKLEB cytotox,Shn3 3UTR inh,HIF-2a inh,TRAIL sens C8,MITF TRPM1 inh,Peg3 promoter,TROY signal inh,NR2E3 ag-2,CF NFkB inh
C=CCN1C(=O)C2(/C(=C(\O)c3ccc4c(c3)OCCO4)C(=O)C(=O)N2CCCOC)c2ccccc21 (configuration not stated),-14,5,0,-2,-13,-24,7,23,6,7,-15
COc1cc(OC)c(CN2CCC(CO)(CCOc3ccccc3)CC2)c(OC)c1,-1,8,-16,1,12,8,-3,5,9,-24,7
COc1ccc(-c2cc(C(F)(F)F)nc(SCC(=O)NCCCN3CCOCC3)n2)cc1,-1,1,-3,-7,9,9,9,-4,14,23,-11
CCOC(=O)[C@@H]1[C@H]2COc3ccc(Br)cc3[C@@H]2N2C(=O)N(c3cccc(Cl)c3)C(=O)[C@@]12C,10,.,5,49,1,15,-6,4,-3,-5,-8
CC(C)(C)c1ccc(S(=O)(=O)Nc2ccccn2)cc1,-1,-2,-5,6,12,1,-9,4,13,-22,-5
NC(=O)COC(=O)/C=C/c1ccccc1[N+](=O)[O-],1,5,7,-3,8,6,12,-13,2,-26,-9
CCOC(=O)c1c(-c2ccc(C)c(C)c2)csc1NC(=O)C1CC=CCC1C(=O)O (configuration not stated),11,1,-9,4,11,0,-6,5,18,21,5
COc1ccc(CN2CCN(Cc3cc4ccccc4o3)CC2CCO)cc1C (configuration not stated),-2,-3,2,33,15,14,1,21,15,-27,-14
COc1ccc(C(=O)NC2CC2)cc1OC1CCN(Cc2ccc(F)cc2Cl)CC1,-16,0,-11,12,26,10,-10,36,0,0,26
CSc1nnc(-c2cccn(Cc3ccccc3)c2=O)o1,-1,3,-1,-11,-3,-6,-1,9,-1,22,17
COc1ccc(C(NC(=O)/C=C/c2ccco2)c2ccc(OC)c(OC)c2)cc1 (configuration not stated),6,-7,13,9,0,-2,8,43,16,-3,-17
